Screening data from PubChem BioAssay.
COUP-TFII inh = inhibitors of human COUP-TFII (NR2F2). HEK293T NGFI-A luciferase reporter, luminescence. inhibition, % at 8.6 µM. 370,000 compounds, 0.7% hits;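 active means inhibition above a per-plate cutoff, mean inhibition of test wells between control levels plus 3 SD, cut at about 38% in these data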;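 further: cells cotransfected with COUP-TFII expression vector driving the NGFI-A reporter; 0% = median of COUP-TF2 test wells and 100% = reporter-only cells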
Target sequence (P24468 whole entry, looked up): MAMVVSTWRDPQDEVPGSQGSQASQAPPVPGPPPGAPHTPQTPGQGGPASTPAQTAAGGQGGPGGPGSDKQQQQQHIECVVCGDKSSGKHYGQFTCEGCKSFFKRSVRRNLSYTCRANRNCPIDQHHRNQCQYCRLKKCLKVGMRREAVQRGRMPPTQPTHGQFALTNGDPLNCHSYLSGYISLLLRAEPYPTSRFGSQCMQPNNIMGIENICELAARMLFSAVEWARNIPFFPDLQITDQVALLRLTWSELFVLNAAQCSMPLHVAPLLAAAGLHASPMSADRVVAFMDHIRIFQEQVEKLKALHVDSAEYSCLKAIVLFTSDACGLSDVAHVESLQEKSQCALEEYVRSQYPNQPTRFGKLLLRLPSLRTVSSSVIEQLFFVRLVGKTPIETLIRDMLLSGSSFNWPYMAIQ
TROY signal inh = blocks TROY-dependent signaling in reporter cells. Q293 LMP1-TROYcd NF-kB luciferase reporter, 4 h. inhibition, % at 10 µM. 360,000 compounds, 0.98% hits. AID 1347056;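 active means compounds whose plate-normalised and pattern-corrected inhibition of the luciferase reporter signal at the single screening dose is 50% or more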
TLR9-MyD88 inh = TLR9-MyD88 interaction inhibition; Q9NR96+Q99836; CHO BLA complementation TLR9-MyD88, CCF4 FRET ratio; inhibition, % at 4.98 µM; 340,000 compounds, 0.21% hits;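 active means inhibition above the mean over all tested compounds plus 3 SD, cut at about 21% in these data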;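 further: 0% = DMSO only wells and 100% = clavulanate BLA inhibitor control wells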
SRC3 inh = inhibits human SRC3 coactivator | inhibition, % at 3.6 µM | HEK293 GAL4-SRC3 luciferase reporter, luminescence | Q9Y6Q9 | 360,000 compounds, 0.17% hits;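 active means inhibition above a per-campaign cutoff, the mean of all compounds plus 3 SD, cut at about 60% in these data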;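 further: 0% = DMSO-treated cells and 100% = gossypol-treated cells at 36 µM; higher means less SRC3-driven luciferase light from the GAL4 reporter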
Vif inh = inhibitors of HIV Vif. HEK293T cells, Vif self-association by quenched fluorescence, imaging, 24 h. inhibition, % at 7.49 µM. 340,000 compounds, 0.35% hits. AID 602346; in the data active means inhibition above about 50%, passing the limit was not always enough; further: some results filed as inactive read as strong as hits
NOD2-RIPK2 inh = blocks binding of human NOD2 to RIPK2. O43353. CHO BLA complementation NOD2-RIPK2, CCF4 ratio. inhibition, % at 4.98 µM. 360,000 compounds, 0.38% hits. AID 624267; in the data active means inhibition above about 21%;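 further: 0% = vehicle only and 100% = reference blocker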
Target sequence (O43353 whole entry, looked up): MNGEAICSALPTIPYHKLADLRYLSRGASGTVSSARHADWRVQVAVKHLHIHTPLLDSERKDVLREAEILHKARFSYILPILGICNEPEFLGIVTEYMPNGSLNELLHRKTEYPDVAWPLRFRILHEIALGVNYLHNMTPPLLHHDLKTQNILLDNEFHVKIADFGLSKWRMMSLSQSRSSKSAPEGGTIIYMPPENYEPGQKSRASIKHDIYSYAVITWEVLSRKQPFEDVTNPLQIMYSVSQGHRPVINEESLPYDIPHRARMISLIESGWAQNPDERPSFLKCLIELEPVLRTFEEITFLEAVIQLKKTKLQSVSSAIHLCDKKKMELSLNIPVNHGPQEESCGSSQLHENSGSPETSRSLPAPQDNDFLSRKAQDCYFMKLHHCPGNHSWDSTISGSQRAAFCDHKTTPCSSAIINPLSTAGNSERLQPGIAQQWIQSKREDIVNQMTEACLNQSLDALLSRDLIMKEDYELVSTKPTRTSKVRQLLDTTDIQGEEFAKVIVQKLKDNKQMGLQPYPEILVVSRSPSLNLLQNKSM
SRC1 inh = inhibits human SRC1 coactivator; 360,000 compounds, 0.12% hits; inhibition, % at 3.6 µM; HEK293 GAL4-SRC1 luciferase reporter, luminescence; Q15788;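 active means inhibition above the campaign mean plus 3 SD, with each screening campaign given its own cutoff, cut at about 60% in these data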;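 further: 0% = DMSO treated cells and 100% = gossypol at 36 µM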
TRAIL sens C8 = caspase-8 TRAIL sensitization. inhibition (viability loss, TRAIL sensitization), % at 10 µM. NB7+C8 cells + TRAIL, ATPlite viability luminescence. 360,000 compounds, 1% hits;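 active means compounds causing at least 50% loss of cell viability in the single-dose screen, relative to plate controls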
SRC2 inh = inhibits human steroid receptor coactivator 2. Q15596. HEK293 GAL4-SRC2 luciferase reporter, luminescence. inhibition, % at 9 µM. 370,000 compounds, 0.17% hits. AID 651957;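 active means inhibition above the mean inhibition of all tested compounds plus 3 SD, set per campaign, cut at about 52% in these data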;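 further: 0% = DMSO treated cells and 100% = cells given Gossypol at 36 µM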
LRH-1 inv ag = inverse agonists of human LRH-1 (NR5A2); O00482; HEK293T StAR-luciferase reporter, LRH-1 transfected, 24 h; inhibition, % at 3.6 µM; 360,000 compounds, 0.13% hits; AID 602396;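 active means inhibition above the mean inhibition of all tested compounds plus 3 SD, cut at about 73% in these data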;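 further: 0% = DMSO wells and 100% = reporter-only cells lacking LRH-1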
LMP1 NFkB inh = inhibitors of Epstein-Barr LMP1-induced NF-kappaB reporter; 350,000 compounds, 0.69% hits; LMP1-induced NF-kappaB luciferase reporter cells, luminescence; inhibition, % at 12.5 µM; AID 504558; in the data active means inhibition above about 41%;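 further: 0% = neutral control wells and 100% = reference inhibitor control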
Numbers without * were called inactive; / = no result given. A portion of the library (hit frequency here may not be typical).

SMILES,SRC2 inh,LRH-1 inv ag,COUP-TFII inh,NOD2-RIPK2 inh,SRC3 inh,Vif inh,TROY signal inh,LMP1 NFkB inh,TRAIL sens C8,SRC1 inh,TLR9-MyD88 inh
COC(=O)c1ccc(SCc2ccccc2)nc1,-5,-37,-14,-14,-25,0,-45,/,24,-35,/
CCn1c2ccccc2c2cc(/C=N/NC(=O)c3ccccc3C)ccc21,12,10,-11,-7,11,2,11,87*,12,0,11
CCc1n[nH]c(=O)n1Cn1c(CC)n[nH]c1=O,-3,-7,-8,7,10,/,-4,-3,9,-19,-9
CN1CCCC(CN2c3ccccc3Sc3ccccc32)C1 (centres undefined),-6,6,-1,-2,9,0,-18,-4,15,14,5
COC(=O)c1ccc2nc(-c3ccc(Cl)cc3)c(Cc3ccccc3OC)n2c1,-4,-10,-10,6,-30,/,-3,/,10,-8,/
CCOc1ccccc1N(C(=O)c1snc(C(N)=O)c1N)C(C(=O)NC1CCCC1)c1cccs1 (centres undefined),19,15,25,0,-26,-12,11,14,-11,11,-4
CC(C)COP(=O)(CNC(=O)CN1C(=O)c2ccccc2S1(=O)=O)OCC(C)C,-6,-13,11,-3,-1,-3,-11,11,-5,7,-3
O=C(NCCc1ccccc1)C1CCC(CNS(=O)(=O)c2cccs2)CC1 (centres undefined),5,-2,23,-3,7,-4,-9,3,-1,1,1
C=CCN1CN(S(=O)(=O)c2cccs2)c2nc3ccccc3nc21,-35,-14,-13,2,34,-8,-5,-9,9,-27,3
Cc1ccc(SCC(=O)NC(=O)NCc2ccco2)c(C)c1,-12,13,-8,3,2,-2,-25,-7,-12,-3,-4
Cc1cccc(C2NC(c3cccc(C)c3)C([N+](=O)[O-])C(C)(C)C2[N+](=O)[O-])c1 (centres undefined),13,-3,5,-1,14,-5,6,1,-5,6,-12
CCN1C(=NCCCCO)N[C@@H](c2cccc(C(F)(F)F)c2)C(C(=O)OC)=C1C,-9,19,15,-1,-16,2,7,-2,-17,6,-10
Cc1ccccc1N1CCN(C2=NC(=O)/C(=C/c3cn[nH]c3-c3ccccc3)S2)CC1,-1,8,-10,-1,16,19,-27,12,-5,4,4
COc1ccccc1-c1cc(C(=O)N2CCOCC2)no1,-15,-136,-30,0,-71,3,-21,-15,9,-101,0
O=C1/C(=C/c2cccnc2)Oc2cc(OS(=O)(=O)c3ccc(Cl)cc3)ccc21,-5,3,2,6,9,16,22,4,6,-15,-5
CCCOc1ccc(C2(C(=O)O)CCCC2)cc1,-6,3,-2,-11,12,-19,-11,-2,-10,3,4
O=C(O)CNC(=O)C1(N2C(=O)c3ccccc3C2=O)CCCC1,-1,6,-6,13,-29,-1,-8,2,-7,-10,0
CC(=O)c1ccc(NC(=O)Nc2ccccc2)cc1,-27,-121,-48,-5,-61,0,-33,-2,60*,-104,1
COc1ccccc1C(CNC(=O)c1ccc(S(=O)(=O)N2CCCCC2)cc1)N(C)C (centres undefined),10,-1,-4,6,23,-3,8,-3,4,-9,2
CCN(CC)S(=O)(=O)c1ccc2oc(C(=O)N3CCOCC3)c(C)c2c1,-2,26,1,2,24,18,1,-12,5,-9,3
CC(C)CCNC(=O)CSc1nnc(-c2ccc(S(=O)(=O)N3CCCC3)cc2)n1C,-13,-2,5,-13,2,1,8,-7,-12,-4,-12
CC1CC(C)CN(S(=O)(=O)c2ccccc2[N+](=O)[O-])C1 (centres undefined),29,9,5,-8,-1,-2,4,1,-5,2,-8
O=C(CSc1nnc(-c2ccccc2Cl)o1)N1CCOCC1,-28,-87,-50,-11,-63,13,-44,-21,-1,-77,2
Cc1ccc(S(=O)(=O)N2CCCCC2)cc1C(=O)Nc1ccccn1,-3,-3,-1,-9,-6,14,11,-14,-28,-31,-7
CCC(OC(=O)c1nsc(Cl)c1Cl)C(=O)NCCc1ccccc1 (centres undefined),-12,-17,15,1,-13,-3,4,-7,-7,-2,-5
CCCCCOc1ccccc1C(=O)NCCC(=O)O,21,3,-2,-7,-3,19,-2,4,-6,-6,0
COc1ccc(/C=C/C(=O)c2cc(Cl)cc(Cl)c2O)c(OC)c1,10,4,-1,-10,-12,/,-7,12,-18,14,2
CC(C)N(C(=O)CSc1nnnn1C1CCCC1)C(C)C,19,-19,12,-7,-7,2,13,5,-5,4,-2
CC(C)[C@H](NS(=O)(=O)c1ccc2c(c1)OCCO2)C(=O)OCC(=O)Nc1cc(Cl)ccc1Cl,-5,-1,-3,0,3,-4,-26,6,11,-2,9
Cc1ccc(/C=C/C(=O)Nc2ccc([N+](=O)[O-])c(NC(=O)/C=C/c3ccc(C)o3)c2)o1,-16,-16,14,-3,-6,7,17,-8,2,-6,3
CCOc1ccc(C(=O)Nc2c3c(nn2-c2cccc(Cl)c2)CS(=O)C3)cc1 (centres undefined),-19,11,8,0,10,/,3,4,-2,-2,5
Cc1ccn2c(CC(C)(C)C)c(-c3ccc(F)cc3)nc2c1,-66,-99,-47,-6,-105,-2,28,-35,10,-97,1
CCn1c(C)cc(C(=O)CSc2nnc(-c3ccco3)o2)c1C,-13,-30,-5,-8,-2,-6,-18,-19,9,-34,-13
COc1cccc(N/C=C/C(=O)c2ccc(C)cc2)c1,-18,-96,-18,4,-77,13,-14,-15,64*,-71,-2
CCOC(=O)c1cc2c(=O)n3ccccc3nc2n(Cc2ccco2)c1=NC(=O)c1ccccc1OC,-4,8,2,0,-5,-1,-10,-4,-13,-7,-3
CC(=O)N1CCc2cc(S(=O)(=O)CCC(=O)Nc3ccc(Cl)cc3F)ccc21,15,-9,-4,-4,11,-3,-3,-5,-7,12,8
O=C(NCC1CCCN1S(=O)(=O)c1cccs1)C(=O)Nc1ccc(F)cc1F (centres undefined),-8,-10,21,-6,7,-8,-33,4,4,-13,-6
Cc1ccccc1-n1c(SCc2cccc(F)c2)nc2[nH]ncc2c1=O,13,-24,-2,4,5,-5,14,12,-6,2,15
COc1ccc(CC(=S)NCCc2ccccc2)cc1,7,-5,-24,1,-17,0,-7,1,-13,-14,-5
Cc1ccc(N(CC(=O)NC2CCCCC2)C(=O)CNC(=O)c2ccco2)cc1C,-22,18,-7,-14,-8,7,8,-1,-4,10,6
COc1cc(/C=N/Nc2ncc(C(F)(F)F)cc2Cl)cc(OC)c1OC,-22,17,-10,6,12,5,-11,3,-3,-4,9
COc1ccc2nc(NC(=O)C3CCN(S(=O)(=O)c4cccnc4)CC3)sc2c1,19,-3,6,3,6,-8,13,7,8,5,-1
COc1ccc(Cl)cc1NC(=O)CN(C)C(C)C(=O)NC(=O)NC1CCCCC1 (centres undefined),-2,-2,8,6,13,1,-2,-7,31,4,-3
O=C(CN1C(=O)C2C3C=CC(C4CC34)C2C1=O)OCC(=O)c1ccccc1 (centres undefined),-13,-24,0,-14,20,-5,-3,-1,1,-6,0
COc1ccc(NC(=O)CN2C(=O)COc3ccc(C)cc32)cc1,-8,8,-1,2,7,8,-12,1,5,6,-5
CCNS(=O)(=O)c1ccc(CCC(=O)Nc2ccccc2C(=O)OC)cc1,0,-19,3,4,9,-3,13,-7,18,12,-2
CCS(=O)c1ccccc1C(=O)OCC(=O)N1CCC(c2ccccc2)=N1 (centres undefined),-24,-10,-17,-4,16,-5,0,-1,22,-1,-1
CCCC(=O)C1=C(N(C)c2ccccc2)CC(C)(C)CC1=O,0,-2,-2,-1,-5,4,-2,0,-19,0,7
COC(=O)Nc1ccc(S(=O)(=O)N2CCC(Cc3ccccc3)CC2)cc1,5,-2,5,-8,-14,11,22,0,-10,4,6
COc1ccc2nc(N(CCN(C)C)C(=O)/C=C/c3cccs3)sc2c1,18,-13,-5,6,24,6,-17,6,4,-5,-6
O=C(Nc1ccc(Br)cc1)C1CC(O)CN1C(=O)Oc1ccccc1 (centres undefined),-7,11,-5,-2,-11,-9,6,-3,-5,11,-2
Cc1cc(=O)[nH]c(SCCCOc2ccc3c(c2)CCC3)n1,15,5,3,-4,-1,-5,10,-1,3,2,4
CCN(CC)S(=O)(=O)c1ccc(Cl)c(NC(=O)c2cc(Cl)ccc2Cl)c1,-14,-6,2,-3,-12,2,-9,3,10,-27,-3
CCCNC(=O)c1ccc(N2CCC3(CC2)CC(c2ccccc2)=NO3)c(N)c1,7,-5,11,-14,3,-9,4,7,-24,-22,2
CCN(CC)c1ccc(/C=N/O)cc1,3,-3,-18,1,4,-1,-16,-17,5,-18,6
COc1ccc(-c2sc3cc(OC)c(OC)cc3c2C#CC(C)(C)O)cc1,-8,14,-4,6,-8,0,-51,-12,-15,-4,-9
CCCCCCSc1ccc([C@@H]2[C@@H]3C(=O)N(CC)C(=O)[C@@H]3[C@]3(C(=O)OC)CCCCN23)cc1,-2,-10,3,10,8,3,-14,5,-6,-16,-8
CN(C)S(=O)(=O)c1ccc(C(=O)NC2CCCc3ccccc32)cc1 (centres undefined),-7,8,63*,4,14,-2,6,3,6,-5,3
Cc1nn(C)cc1-c1n[nH]c(=S)n1-c1ccc(F)cc1,-11,2,-12,5,5,3,-19,-6,-1,-5,1
O=C(NCCCn1ccnc1)/C(=C\c1cccs1)NC(=O)c1ccccc1,7,18,4,3,16,2,3,11,16,-7,0

New compounds follow
SMILES,SRC2 inh,LRH-1 inv ag,COUP-TFII inh,NOD2-RIPK2 inh,SRC3 inh,Vif inh,TROY signal inh,LMP1 NFkB inh,TRAIL sens C8,SRC1 inh,TLR9-MyD88 inh
CC1(C)C(c2cccs2)=[N+]([O-])C2(CCCCC/C2=N\NC(N)=O)N1O (centres undefined),-10,5,-6,-5,9,12,25,-2,-5,-3,1
Cn1cccc1/C=C1\SC(=O)N(CC(=O)Nc2ccc(F)cc2)C1=O,-9,23,17,6,12,-4,-4,-5,-5,0,3
O=C(NC1CCCc2c1cnn2-c1cc(F)cc(F)c1)c1ccncc1 (centres undefined),5,-5,26,0,8,9,1,4,7,12,-9
COC(=O)c1ccc(NC(=O)CN2CCN(c3ccccc3)CC2)cc1,7,2,1,-4,6,11,-9,3,-7,-13,1
COc1ccc(N2CCN(S(C)(=O)=O)CC2)cc1,2,14,8,-5,2,5,-18,3,-15,2,10
S=c1[nH]cc(-c2ccccc2)n1-c1ccccc1,-9,-19,-5,6,11,25,-22,-3,-1,-5,7
O=C(NC1CCCCC1)C(c1ccco1)N(C(=O)c1csnn1)c1cccc(F)c1 (centres undefined),-14,-12,-1,-4,1,4,14,-3,-14,2,-9
COc1ccc(-c2csc(NC(=O)CN3C(=O)NC4(CCCC4)C3=O)n2)cc1,3,5,4,0,-3,4,-3,-1,7,6,-7
